# Giardia FBPA inh: blocks Giardia fructose-bisphosphate aldolase activity; hit rate 0.71% among 290,000; purified Giardia FBPA; Potency, µM (highest dose often 59.6 µM), inactives show at the highest dose activity, negative = inhibition, actives largely listed as inhibitors; AID 2451; A8B2U2; further: potency means the concentration at half of the fitted maximal effect; on the % scale 0 is the no-effect control and ±100 the full control effect; nearly all actives have a fitted effect of over 55% in size
# Target sequence (A8B2U2 whole entry, looked up): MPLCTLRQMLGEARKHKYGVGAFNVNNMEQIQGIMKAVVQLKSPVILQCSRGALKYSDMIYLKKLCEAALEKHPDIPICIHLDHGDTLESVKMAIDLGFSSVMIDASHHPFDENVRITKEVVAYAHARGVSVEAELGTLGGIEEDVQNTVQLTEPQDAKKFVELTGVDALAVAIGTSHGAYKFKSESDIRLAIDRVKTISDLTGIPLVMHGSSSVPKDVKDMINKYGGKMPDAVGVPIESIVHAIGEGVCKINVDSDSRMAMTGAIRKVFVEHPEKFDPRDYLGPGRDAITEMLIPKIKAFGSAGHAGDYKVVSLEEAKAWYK
#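 40 nM FBPA preincubated 10 min at RT with compound (up to 57.5 uM final), then substrate plus GAPDH/TPI/NAD/arsenate coupling and diaphorase/resazurin added. Fluorescence read after 20 min at RT, 525/598 nm.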
# Shiga toxin inh: blocks Shiga toxin action in Vero cells. AID 2315. Vero cells, Shiga toxin protein synthesis inhibition reporter. inhibition, % at 38.7 µM. hit rate 9.2% among 290,000; in the data active means inhibition mostly above about 28%, no sharp cut-off; inactive means mostly below about 43%; further: 0% is about no effect
# Pf growth 96h: P. falciparum growth inhibition at 96 hours; AID 504834; hit rate 6.9% among 320,000; P. falciparum luciferase reporter growth, 96 h; Potency, µM (titrated, usually from 28.7 µM), inactives show top-dose activity change, negative = inhibition, usual class: inhibitors; further: potency means the concentration at half of the fitted maximal effect; on the % scale 0 is the no-effect control and ±100 the full control effect
#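 Cell-based qHTS: luciferase-tagged P. falciparum in erythrocytes (2% hematocrit, 0.05% parasitemia final) incubated with compounds for 96 hours, 37 C, 5% CO2; luciferase detection reagent then added and luminescence measured.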
# HCV inhibitor: HCV inhibition. hit rate 3.4% among 340,000. Potency, µM (series often up to 41.8 µM), without a hit: top-dose activity change, negative = inhibition, actives largely listed as inhibitors. Huh7.5.1 HCVcc-Cre infection, luciferase reporter, 44 h. AID 651820; further: potency means the concentration at half of the fitted maximal effect; on the % scale 0 is the no-effect control and ±100 the full control effect
#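 HCVcc-Cre virus at an moi near 0.5 was added right after compound to cells cultured 4 h from seeding (1,000 cells/well). Luciferase activity was determined 44 h later, 15 min after substrate addition at RT.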
# Cycloheximide cs: counter-screen for Shiga toxin inhibitors: cycloheximide protein synthesis inhibition; AID 2314; hit rate 12% among 300,000; cell reporter, cycloheximide protein synthesis inhibition counterscreen; max response, %; in the data active means max response mostly above about 13%, no sharp cut-off; inactive means mostly below about 14%; further: read at 38.3 µM for the half of the compounds with a filed dose; 0% is about no effect
# Pf growth 48h: inhibits P. falciparum growth in the first generation, 48 h; P. falciparum luciferase growth in erythrocytes, 48 h; Potency, µM (top dose mostly 28.7 µM), without a hit: at the highest dose activity change, negative = inhibition, usual class: inhibitors; hit rate 5.9% among 310,000; further: potency means the concentration at half of the fitted maximal effect; on the % scale 0 is the no-effect control and ±100 the full control effect
#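 Cell-based growth assay: transgenic P. falciparum expressing firefly luciferase, cultured in red cells within RPMI 1640 containing 0.5% w/v Albumax, 24 mM bicarbonate and gentamycin. A drop in luciferase activity indicates inhibition.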
# * = called active by the depositor; i = inactive; ? = inconclusive; . = not tested or not shown; + = active, no number; & = joins results of further samples; [ ] = remark or other dose. Unless noted, the call rests on the fitted dose curve; in most records, active means well fitted curve in the direction sought with a large enough effect; inconclusive means small, poorly fitted or top-dose-only effect, or another doubt; inactive means no such curve, though single readings can be large; an effect the other way counts as inactive or inconclusive.
# Sequence of screens: Giardia FBPA inh	Shiga toxin inh	Pf growth 96h	HCV inhibitor	Cycloheximide cs	Pf growth 48h
CC(C)(CNC(=O)c1ccc(S(=O)(=O)Nc2ccccc2F)cc1)N1CCOCC1
    .	.	16%	?	.	-13%
O=C(O)CCn1[nH]c(=O)ccc1=O
    11%	-6	.	19%	1	8%
Cc1ccc(NNC(=O)c2cc(C(C)(C)C)nn2Cc2ccccc2)cc1
    -15%	22	?	?	9	?
Cc1noc(C)c1S(=O)(=O)NCC(=O)O
    -4%	4	?	38%[activator]	2	12%
CNC(=O)N(O)C1N(/N=C/c2ccccc2F)C(=S)SC1(C)C (stereo unspecified)
    -24%	-10	1%	10%	-4	1%[0.00184 µM]
COc1ccc(Cl)cc1NC(=S)NCCc1ccc(S(N)(=O)=O)cc1
    -1%	8	?	-27%	-3	32%[activator]
C/C(=C\C(=S)Nc1ccccc1)Nc1ccccc1
    ?	-10	-14%	-1%	-6	12%
CN1CCCN(C(=O)CNC(=O)Cc2ccccc2)CC1
    5%	-7	4%	?	0	11%
CSc1ncccc1C(=O)OCC(=O)Nc1ccc2c(c1)OCO2
    -6%	35*	27%	7%	12	25%
CC(=O)c1ccc(N2CCN(C(=O)Nc3ccc(Cl)cc3)CC2)cc1
    -3%	-6	7%	?	3	?
CCOc1ccc(C2OC(=O)Cc3cc(OC)c(OC)cc32)cc1 (stereo unspecified)
    6%	-13	1.2µM*	0%	-4	?
CN(C)C(=O)CSc1nnc(CCCCCNC(=O)OC(C)(C)C)o1
    -1%	0	?	4%	-1	-2%
CC(C)C1C(c2ccccc2)N(C)C(c2ccccc2)CC1(O)c1ccccc1 (stereo unspecified)
    -9%	-12	.	13%	-2	?
CCOC(=O)CSc1nc2sccc2c(=O)[nH]1
    -16%	-3	-2%	18%	12	.
CCC/C=C(\CCC)C(NS(=O)(=O)c1cccc2cccnc12)c1ccc(C(=O)OC)cc1 (stereo unspecified)
    0%&-8%	-8	13µM*	4%[8.37 µM]	-2	?
O=C(O)c1cccc(N/N=C/c2cc(Br)cc(Br)c2O)c1
    14%	126*	?	3%	51*	74%[activator]
CCC(C)N(C(=O)COC(=O)C1CCN(S(=O)(=O)c2ccc(C)c(C)c2)CC1)C1CCS(=O)(=O)C1 (stereo unspecified)
    .	.	?	-8%	.	?
CCN(C(=O)c1cc(S(=O)(=O)N2CCOCC2)cn1C)c1cccc(C)c1
    13µM*	-4	?	18%	1	2%
Cc1ncsc1CCSc1nc2ccccc2c(=O)n1C
    0%	-12	19%	1%&-18%	-1	-2%
COc1cc2c(-c3ccccc3O)nc3c(c(C)nn3-c3ccccc3)c2cc1OC
    0%	4	8%	-18%	0	?

# The closing 5 entries of the part above are carried over, then new ones follow.
# Sequence of screens: Giardia FBPA inh	Shiga toxin inh	Pf growth 96h	HCV inhibitor	Cycloheximide cs	Pf growth 48h
O=C(O)c1cccc(N/N=C/c2cc(Br)cc(Br)c2O)c1
    14%	126*	?	3%	51*	74%[activator]
CCC(C)N(C(=O)COC(=O)C1CCN(S(=O)(=O)c2ccc(C)c(C)c2)CC1)C1CCS(=O)(=O)C1 (stereo unspecified)
    .	.	?	-8%	.	?
CCN(C(=O)c1cc(S(=O)(=O)N2CCOCC2)cn1C)c1cccc(C)c1
    13µM*	-4	?	18%	1	2%
Cc1ncsc1CCSc1nc2ccccc2c(=O)n1C
    0%	-12	19%	1%&-18%	-1	-2%
COc1cc2c(-c3ccccc3O)nc3c(c(C)nn3-c3ccccc3)c2cc1OC
    0%	4	8%	-18%	0	?
CCOc1ccc(N(CC(=O)NC2CCCCC2)S(=O)(=O)c2ccccc2)cc1
    -7%	50	37%[activator]	1%	11	?
N#CC1(c2ccc(NC(=O)c3ccccc3)cc2)CCCC1
    -15%	135*	i	.	47*	55%[activator]
O=C(CCS(=O)(=O)c1ccccc1)Nc1ncc([N+](=O)[O-])s1
    7%	6	-3%	6%	-1	?
COc1ccc(OC)c(/C=N/NC(=O)Cc2nc3ccccc3[nH]2)c1
    10%	-10	-18%	-9%	-1	-12%
COc1ccc([N+](=O)[O-])c(S(=O)(=O)c2ccccc2)n1
    -12%	-3	?	?	9	-8%
O=C(NCCCN1CCCC1=O)c1ccc(CNS(=O)(=O)c2ccc(F)cc2)cc1
    2%	-10	?	14%	-3	-1%
CCO[C@@H]1OC(C(=O)NC2CC2)=C[C@H](c2ccc3c(c2)OCO3)[C@H]1CCCO
    -6%	-13	12%	9%	0	29%
Cc1c(N2C(=O)CSC2c2ccc(F)cc2)c(=O)n(-c2ccccc2)n1C (stereo unspecified)
    -1%	4	3%	-2%	0	11%
COc1ccccc1/C=C/C=C1\Oc2c(ccc(O)c2CN2CCN(CCO)CC2)C1=O
    -18%	+	?	-3%	32*	-74%
CCCCCCCCc1[se]c2ccccc2c1Br
    1%[89.2 µM]	i	.	.	-2	.
O=c1c2ccccc2oc2cc(NCCCN3CCOCC3)ccc12
    2%	35*	-31%	?	40*	59%[activator]
CC(C)C(=O)Nc1nc2cc3c(cc2s1)OCCO3
    -1%	93*	185%[activator]	?	55*	292%[activator]
O=C(Nc1cccc([N+](=O)[O-])c1)N1CCCCCC1
    .	35	3.7µM*	-2%	14	23%
COc1ccc(C)cc1NC(=O)NCc1ccco1
    -1%	-3	?	-13%	2	-10%
Cc1oc2c(CN3CCOCC3)c(O)ccc2c(=O)c1-c1ccc(Cl)cc1
    0%	-1	9.3µM*	9%	1	?
CCCS(=O)(=O)Nc1cc(C(F)(F)F)ccc1OCCOC
    0%	-5	125%[activator]	?	-2	?
CCOc1ccc(C2CC(c3ccc(CC)cc3)n3nc(N)nc3N2)cc1 (stereo unspecified)
    -8%	11	-3%	1%	4	13%
CCOC(=O)C1CCN(S(=O)(=O)c2cccc(-c3csc(C)n3)c2)CC1
    5%	12	-10%	?	-3	-23%
CC(=O)OCC1=C[C@H]2[C@@H]3C(C)(C)[C@]3(OC(C)=O)C[C@@H](C)[C@]2(O)[C@@H]2C=C(C)C(=O)[C@@]2(O)C1
    -9%	-3	.	.	11	.
CCOC(=O)C1=C(CBr)NC(=O)NC1C (stereo unspecified)
    -8%	-2	40%	32%[activator]	-3	27%

# The list continues.
# Sequence of screens: Giardia FBPA inh	Shiga toxin inh	Pf growth 96h	HCV inhibitor	Cycloheximide cs	Pf growth 48h
Cc1ccc(S(=O)(=O)N(C)C)cc1NC(=O)c1cc(=O)c2ccccc2o1
    0%	3	7%	-10%	3	-1%
O=C(Nc1ccc2nc(-c3cccnc3)[nH]c2c1)C1CCCCC1
    0%	16	-18%	?	6	47%[activator]
CCOC(=O)c1ccc(NC(=O)NNC(=O)CCc2ccc(OC)cc2)cc1
    7%	-1	38%[activator]	-7%	-1	?
CCCN(Cc1ccccc1)C(=S)Nc1ccc(F)cc1
    -3%	-4	30%[activator]	-14%	-2	1%
CC(C)Oc1nnnn1-c1ccccc1
    7%	9	?	21%	-3	17%
COc1cccc(N2C(=O)C3C(C2=O)C3(c2ccccc2)c2ccccc2)c1 (stereo unspecified)
    -5%	-5	?	-10%	1	?
COc1cccc(/C=N/NC(=O)c2ccc3nc[nH]c3c2)c1O
    18%	31	-28%	12%	0	?
Cc1cc(C)nc(/N=C(\N)Nc2ccc(-c3ccccc3)cc2)n1
    0%	-21	?	11µM*	8	?
CC(=O)Oc1ccccc1-c1nc(C)nc(N(C)C(C)=O)n1
    4%	38*	.	?	12*	53%[activator]
Cc1nc2ccccc2c(=O)n1-c1ccc(Cl)cc1Cl
    4%	-14	-14%	-14%	12	12%
COc1ccccc1NS(=O)(=O)c1ccc(NC(=O)c2nc3ncccn3n2)cc1
    17%	28	.	-4%	3	?
COc1ccc(-c2cc(C(=O)Nc3ccc(S(=O)(=O)Nc4ncccn4)cc3)c3ccccc3n2)cc1
    2%	-4	?	0%	2	?
CN(c1ccccc1)S(=O)(=O)c1ccc(C(=O)Nc2ccncc2)cc1
    .	.	-33%	-19%	.	?
COC(=O)CSc1nnc(Cc2ccccc2)n1-c1ccc(C)cc1
    -3%	0	8%	19%	14*	36%[activator]
O=C(Cc1ccc(Br)cc1)NC1CCCc2ccccc21 (stereo unspecified)
    4%	-5	-14%	-27%	5	-11%
O=C(CN(Cc1ccco1)C(=O)Cn1nnc(-c2cccs2)n1)NCc1ccccc1
    8%	12	?	-24%	-3	-28%
COc1cccc(CNC(=O)CCC2CCCN(C(=O)CCn3cncn3)C2)c1 (stereo unspecified)
    0%	29	?	-10%	6	-7%
O=C(NC1CCCCC1)C1CCN(S(=O)(=O)c2cccc3nonc23)CC1
    9%	-13	-22%	10%	-2	10%
Cc1ccc(-c2noc(CN(C(=O)c3cccs3)C(C)C)n2)cc1
    -4%	14	15%	?	2	-10%
Cc1ccc(S(=O)(=O)NCC(C)NS(C)(=O)=O)cc1 (stereo unspecified)
    -2%	5	-9%	-10%	1	.

# New compounds follow:
# Sequence of screens: Giardia FBPA inh	Shiga toxin inh	Pf growth 96h	HCV inhibitor	Cycloheximide cs	Pf growth 48h
CCOc1ccc(C(C(=O)NC2CCCC2)N(C(=O)CNC(=O)c2ccco2)c2cccnc2)cc1 (stereo unspecified)
    -1%	28	26%	-19%	7	?
Cc1nc(OCc2ccccc2)c2sc3nc4c(cc3c2n1)COC(C)(C)C4
    1%	-8	8%	-21%	3	?
CC1(C)CC(=O)C(C=NCCC2=CCCCC2)=C(O)C1
    5%	21	5%	-16%	2	-8%
O=C(O)c1cccc2c(-c3ccccc3)c(-c3ccccc3)[nH]c12
    23%	-17	26%	7%	-1	-9%
CCOC(=O)c1c(NC(=O)c2cc(-c3ccc(Cl)s3)nc3ccccc23)sc(C(N)=O)c1C
    4%	10	-4%	9%	-4	8%
O=C(OCc1cccc2ccccc12)C1CC(=O)N(c2ccccc2)C1 (stereo unspecified)
    -1%	-8	-42%	8%	-5	.
COc1cccc(OC)c1C(=O)Nc1ccc(C(=O)c2ccncc2)cc1
    .	.	49%[activator]	-15%	.	42%[activator]
Cc1ccc(S(=O)(=O)N2CCCCC2)cc1NC(=O)CNCc1ccco1
    7.9µM*	18	-17%	-5%	10	-1%
Cc1cc(C)cc(-n2ccnc2SCC(=O)c2c(N)n(C3CC3)c(=O)[nH]c2=O)c1
    .	.	?	2%	.	-7%
CC(=O)c1sc(Nc2nc3cc4c(cc3s2)OCO4)nc1C
    -2%	74*	?	?	27	102%[activator]

# 5 entries from above, in CSV form:
mol,Giardia FBPA inh,Shiga toxin inh,Pf growth 96h,HCV inhibitor,Cycloheximide cs,Pf growth 48h
O=C(OCc1cccc2ccccc12)C1CC(=O)N(c2ccccc2)C1 (stereo unspecified),-1%,-8,-42%,8%,-5,.
COc1cccc(OC)c1C(=O)Nc1ccc(C(=O)c2ccncc2)cc1,.,.,49%[activator],-15%,.,42%[activator]
Cc1ccc(S(=O)(=O)N2CCCCC2)cc1NC(=O)CNCc1ccco1,7.9µM*,18,-17%,-5%,10,-1%
Cc1cc(C)cc(-n2ccnc2SCC(=O)c2c(N)n(C3CC3)c(=O)[nH]c2=O)c1,.,.,?,2%,.,-7%
CC(=O)c1sc(Nc2nc3cc4c(cc3s2)OCO4)nc1C,-2%,74*,?,?,27,102%[activator]

# Screens: PubChem BioAssay, National Center for Advancing Translational Sciences (NCATS)
